Screens deposited in PubChem by Broad Institute.
Rtt109 HAT inh = blocks Candida albicans Rtt109/Vps75 acetyltransferase activity; inhibition, % at 34.9 µM; 330,000 tested, 0.16% active; Q5AAJ8; purified Rtt109/Vps75, ThioGlo CoA-SH fluorescence, 4 h;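 active = inhibition of at least 50% in every replicate; inconclusive = best replicate reaches 50% inhibition but some replicates fall short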
MITF TRPM1 HTS = increases MITF-driven TRPM1 promoter luciferase signal; SK-MEL-5 TRPM1-promoter luciferase, 24 h; % of positive control, neutral wells = 0; activation, % at 12.5 µM; 300,000 tested, 0.75% active; AID 588334;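 active = mean activation of at least 80% with every replicate also reaching 80%; inconclusive = mean reaches 80% but some replicate falls short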;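 also: 0% = neutral control wells and 100% = parthenolide positive control wells; values of inactives mirror those of a sister screen read the other way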
SR-BI DiI-HDL act = enhances SR-BI lipid uptake from DiI-HDL | CHO ldlA[mSR-BI] cells, DiI-HDL uptake fluorescence, 3 h; 100 = double the neutral-control signal | activation, % at 12.5 µM | 320,000 tested, 0.096% active;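 active = mean replicate activation of at least 60% and every replicate at or above 60%; inconclusive = mean or all-replicate condition met, but not both; inactive = mean below 60% and not all replicates reaching 60%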;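 also: 0% = median plate neutral-control signal and 100% = twice that signal; values of inactives mirror those of a sister screen read the other way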
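Material: SR-BI-overexpressing, LDLR-lacking CHO cells; schedule: compound exposure 3 h, 37 °C; reagent: DiI-labelled HDL at 10 µg/mL final; technique: bottom-read fluorescence, 550/595 nm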
SR-BI HDL uptake = blocks mouse SR-BI lipid uptake from DiI-HDL | 320,000 tested, 0.96% active | inhibition, % at 12.5 µM | ldlA[mSR-BI] CHO cells, DiI-HDL uptake fluorescence, 3 h | AID 488896 | Q61009;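 active = mean replicate inhibition of at least 70% and a set share of replicates each scoring 70 or more; inconclusive = meets just one of the two criteria; inactive = fails both criteria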;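 also: 0% = median of neutral control wells and 100% = median of positive control wells; values of inactives mirror those of a sister screen read the other way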
Target sequence (Q61009 whole entry, looked up): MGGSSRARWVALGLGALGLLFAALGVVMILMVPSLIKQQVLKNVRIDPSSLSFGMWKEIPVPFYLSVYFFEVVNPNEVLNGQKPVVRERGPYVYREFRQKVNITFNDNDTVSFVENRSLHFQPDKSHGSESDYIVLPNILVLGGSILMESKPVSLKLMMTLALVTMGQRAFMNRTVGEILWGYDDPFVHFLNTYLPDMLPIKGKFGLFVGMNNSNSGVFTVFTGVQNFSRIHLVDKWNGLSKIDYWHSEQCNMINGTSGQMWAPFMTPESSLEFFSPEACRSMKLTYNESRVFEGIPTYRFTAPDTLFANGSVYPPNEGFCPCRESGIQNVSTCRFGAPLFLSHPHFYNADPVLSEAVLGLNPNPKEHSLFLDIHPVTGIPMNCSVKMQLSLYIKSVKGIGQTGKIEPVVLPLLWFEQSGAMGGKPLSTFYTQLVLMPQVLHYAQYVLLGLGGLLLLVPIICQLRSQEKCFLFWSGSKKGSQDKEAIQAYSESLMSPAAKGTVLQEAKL
NSD2 inh = blocks human histone methyltransferase NSD2; NSD2 peptide methylation, AlphaScreen, 120 min; inhibition, % at 12.5 µM; 310,000 tested, 0.54% active; O96028; AID 743445; in the data active = inhibition above about 50%
PfHsp90 set2 = growth inhibition of yeast expressing Plasmodium Hsp90; inhibition, % at 9.4 µM; 310,000 tested, 0.32% active; AID 504621; S. cerevisiae expressing PfHsp90, BacTiter-Glo ATP, 48 h; yeast lacking PDR1 and PDR3 efflux regulators;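 active = every replicate shows inhibition above about 80%, whatever the replicate mean, limit read from the data; inconclusive = mean inhibition reaches the set limit but some replicate falls short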;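 also: 0% = DMSO neutral controls and 100% = 20 µM radicicol positive controls; yeast relying on Plasmodium falciparum Hsp90 in place of its own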
dFosB act = mouse delta FosB homodimer activation; 340,000 tested, 0.99% active; activation, % at 25 µM; P13346; purified delta FosB, TAMRA-CDK5 oligo fluorescence polarization; percent of positive-control signal above neutral wells; AID 493131;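 active = mean activation above about 17%, with every replicate also reaching it, limit read from the data, passing the limit was not always enough; inconclusive = only one of the two conditions met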;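 also: fluorescence polarization rise as delta FosB binds a TAMRA Cdk5 AP-1 oligo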
Target sequence (P13346 whole entry, looked up): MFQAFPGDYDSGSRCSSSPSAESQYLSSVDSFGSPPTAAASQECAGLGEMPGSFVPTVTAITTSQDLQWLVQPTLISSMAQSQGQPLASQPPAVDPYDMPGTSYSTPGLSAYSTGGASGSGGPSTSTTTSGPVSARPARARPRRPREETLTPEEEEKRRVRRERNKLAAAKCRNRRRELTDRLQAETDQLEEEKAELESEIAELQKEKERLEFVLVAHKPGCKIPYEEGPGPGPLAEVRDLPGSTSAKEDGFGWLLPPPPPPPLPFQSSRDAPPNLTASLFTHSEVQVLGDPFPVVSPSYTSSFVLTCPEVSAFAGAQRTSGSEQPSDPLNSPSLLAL
CAL PDZ FP-1 = inhibitors of human CAL PDZ peptide binding; inhibition, % at 20 µM; Q9HD26; 330,000 tested, 0.02% active; AID 504414; purified CAL PDZ, TMR-peptide fluorescence polarization, 1 h;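 active = highest replicate inhibition of at least 40%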;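 also: plate controls were DMSO neutral control wells for no effect and unlabeled competitor peptide control wells for full effect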
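Control set: unlabelled peptide and DMSO controls / Material: purified CerCALP PDZ construct / Timing: 1 h incubation at room temperature before polarization reading / Doses: 20 µM, one dose / Detection: fluorescence polarization (mP)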
CAL PDZ FP-2 = CAL PDZ (human) peptide binding inhibition; Q9HD26; purified CAL PDZ, TMR-peptide fluorescence polarization, 1 h; inhibition, % at 24.9 µM; 300,000 tested, 0.92% active; AID 602252;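 active = mean inhibition of at least 30% with at least half of replicates also reaching 30%; inconclusive = no clear call, values can overlap the other calls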;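 also: 0% = DMSO neutral control and 100% = excess unlabeled competitor peptide PRC23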
PvdQ inh = blocks Pseudomonas aeruginosa PvdQ acylase activity | 340,000 tested, 0.063% active | purified PvdQ acylase, fluorescence plate reader | AID 488965 | inhibition, % at 10 µM; in the data active = inhibition above about 30%, passing the limit was not always enough; inconclusive = no clear call, values can overlap the other calls;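 also: 0% = vehicle neutral wells and 100% = reference inhibitor wells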
Numbers without * were called inactive; u = inconclusive; x = no result given.

SMILES	Rtt109 HAT inh	MITF TRPM1 HTS	SR-BI DiI-HDL act	SR-BI HDL uptake	NSD2 inh	PfHsp90 set2	dFosB act	CAL PDZ FP-1	CAL PDZ FP-2	PvdQ inh
O=C(CSc1nnc(-c2cccs2)o1)NCC1CN(Cc2ccccc2)CCO1 (configuration not stated)	-5	-8	10	-10	6	-9	-1	-0.8	1	-14
CC1=C(CCN2CCN(C(C)C)C(CCO)C2)C(C)(C)CCC1 (configuration not stated)	-3	3	12	-12	6	16	-13	-0.6	-2	-11
Cc1cc(NC(=O)CCCC(=O)NCc2ccccc2)no1	23	-1	3	-3	-1	-6	3	0.0	4	8
Cc1cc(C)n(-c2nnc(NCc3ccc(Cl)cc3)nn2)n1	1	-34	-3	3	5	-29	-3	0.4	x	-9
O=C(CCC(=O)NCCO)NCCO	3	-8	12	-9	0	-5	-2	-1.3	x	-16
CCNC(=O)COc1ccc(Br)cc1Cl	10	x	-18	18	1	x	2	-2.7	-1	16
O=C(COc1ccc(Cl)cc1Cl)Nc1ccc(CN2CCOCC2)cc1	-5	1	-27	27	25	15	-7	-0.4	84*	-13
Cc1ccc(N(C(=O)NC2CCCCC2)C2=NCCCCC2)cc1	0	0	12	-12	0	23	-1	0.0	2	-18
Cc1cc(NC2CCCC2)n2nc(C)c(-c3ccccc3)c2n1	-2	100*	-12	12	-7	11	0	-0.8	32*	-7
O=C(Nc1ccc(F)cc1)c1nc[nH]c1C(=O)O	-4	-7	8	-8	-4	9	-3	0.3	28	-5
CCN(CC)C(=O)[C@H]1C[C@H](CC(=O)NCCc2ccccn2)C(=O)N2CCc3c([nH]c4cc(-c5ccco5)ccc34)[C@]12C	-1	-13	-7	7	x	13	-9	0.1	1	9
Cc1c(NS(=O)(=O)c2cc(C(=O)NCc3cccnc3)ccc2Cl)c(=O)n(-c2ccccc2)n1C	2	-7	11	-11	-1	2	0	-0.1	82*	-12
CC(C)Cn1c(N)c(C(=O)COC(=O)C2CCCN2C(=O)c2cccs2)c(=O)n(C)c1=O (configuration not stated)	4	2	9	-9	x	-15	-14	-0.7	x	-8
CCN1C(=O)CC(C(=O)OC)=C1C	-7	-3	17	-17	0	-13	5	0.2	x	-15
O=C1COc2c1ccc(O)c2O	2	1	17	-17	x	2	-4	-0.4	-4	6
Cc1nnc(NC(=O)CCS(=O)(=O)c2ccccc2)s1	-1	-1	8	-8	0	-37	-2	-3.0	-5	-25
CC(C)(C)OC(=O)NCCc1nnc(SCC(=O)Nc2cccc(Cl)c2)o1	2	2	18	-18	0	3	-7	-0.3	x	-4
O=C(c1ccc(Br)cc1)c1cc(-c2ccccn2)c(N2CCOCC2)s1	5	-3	-41	41	-11	-6	-4	-0.5	-1	-13
CCOC(=O)C1=C(c2ccccc2)O/C(=C(\C(=O)OC)C(F)(F)F)S1	0	22	-28	28	0	-2	-1	-1.2	1	-14
Cn1c(SCC(=O)N2CCc3ccccc3C2)nnc1-c1ccncc1	-2	0	18	-18	-2	6	-1	0.4	-7	-12
COc1ccccc1NC(=O)NCCCCc1ccccc1	9	3	-9	9	-3	-4	-18	1.1	1	6
Cc1ccc(S(=O)(=O)N(Cc2ccc(Cl)cc2)c2ccccc2C(=O)NCc2ccco2)cc1	2	3	-7	7	0	-22	-7	-1.1	-1	2
COc1ccc(NC(=O)NNS(=O)(=O)c2ccc(OC)c(OC)c2)c(OC)c1	1	-3	x	-16	-1	-21	-3	-0.6	0	1
COc1ccccc1C(=O)NCC(=O)N=Nc1c(O)n(C(C)C)c2ccccc12	64*	-4	-4	4	8	-10	-6	-3.7	-7	10
CCNC(=S)Nc1cc(-c2ccc(Cl)cc2)[nH]n1	7	11	-21	21	-3	-13	-5	-1.5	-3	2

Overlap with the part before: 2 compounds, then new ones.
SMILES	Rtt109 HAT inh	MITF TRPM1 HTS	SR-BI DiI-HDL act	SR-BI HDL uptake	NSD2 inh	PfHsp90 set2	dFosB act	CAL PDZ FP-1	CAL PDZ FP-2	PvdQ inh
COc1ccccc1C(=O)NCC(=O)N=Nc1c(O)n(C(C)C)c2ccccc12	64*	-4	-4	4	8	-10	-6	-3.7	-7	10
CCNC(=S)Nc1cc(-c2ccc(Cl)cc2)[nH]n1	7	11	-21	21	-3	-13	-5	-1.5	-3	2
COc1ccc2c(c1)c(CC(=O)Nc1nnc(C3CC3)s1)c(C)n2C(=O)c1ccc(Cl)cc1	13	-33	-34	34	-1	-31	-5	-1.4	-4	-14
O=C1CN(C(=O)COC(=O)c2ccc(Cl)c(S(=O)(=O)N3CCCCC3)c2)c2ccccc2N1	-1	1	-53	53	2	x	-15	-0.7	3	-12
CCCCNc1nnc(SCC(=O)c2c[nH]c3ccccc23)s1	8	-17	11	-11	-1	-4	-2	-1.8	-2	-11
O=C(NCCOc1ccccc1)c1cc(C(=O)NCCOc2ccccc2)cc([N+](=O)[O-])c1	10	12	-34	34	-3	-10	-4	-0.5	-2	3
CCOC(=O)c1c2ccccc2[n+]([O-])n1CCO	7	0	15	-15	x	6	2	-1.1	0	9
CCOC(=O)c1c(N)sc2c1CCC1C(=O)N(C3CCCCC3)C(=O)C21 (configuration not stated)	-3	5	32	-32	2	3	2	-0.5	-3	-2
COc1ccc(NC(=O)COC(=O)C23CC4CC(CC(O)(C4)C2)C3)cc1Cl	-12	86*	6	-6	x	x	-11	-1.2	-5	-8
O=C(NCCCN1CCCC1=O)c1cc2ccccc2o1	9	1	4	-4	-1	23	-2	-0.8	-5	16
CCCCNS(=O)(=O)c1ccc2nc(-c3cccnc3)cc(C(=O)NCCOC)c2c1	15	4	x	x	-4	6	-3	-0.6	7	10
CC(C)c1ccccc1NC(=S)NC(C)c1ccccc1 (configuration not stated)	13	-2	3	-3	46	9	-6	-1.6	0	5
CC(CN1CCOCC1)OC(=O)c1cccc(Cl)c1 (configuration not stated)	1	x	-11	11	-1	-19	-4	-6.1	-2	-8
O=C(Nc1nc(-c2ccco2)cs1)c1ccccc1	7	u	-49	49	3	-9	0	-1.0	-4	0
COc1ccc(S(=O)(=O)Nc2ccc(Oc3ccsc3C(=O)O)cc2)cc1	-6	-1	17	-17	-2	10	-2	-1.5	-6	-22
NCCc1nnc(SCc2ccccc2)o1	0	x	40	-40	-3	29	0	-0.5	6	-14
CC1=C(N2CCOCC2)CCC1=O	4	-6	13	-13	x	37	-3	-0.2	0	-9
CSc1ccc(CN(C)C(C)C(=O)NCC2CCCCC2)cc1 (configuration not stated)	-11	-13	23	-23	-5	-8	-7	-2.4	3	-12
COc1ccccc1N1CCN(/N=C(\C)c2ccccc2O)CC1	-4	-9	-18	18	1	1	6	-1.0	7	-9
CCN(c1ccccc1)c1nc2ccsc2c(=O)s1	9	17	-2	2	-9	0	0	-1.7	-4	5
O=C(COC(=O)C12CC3CC(CC(C3)C1)C2)N1CCN(S(=O)(=O)c2ccccc2)CC1	4	14	-6	6	-4	-13	1	-1.3	-2	8
CCc1nc2sc3c(O)cc(=O)[nH]c3c2cc1C	-6	1	-1	1	3	11	2	-0.9	-4	14
O=C(COC(=O)CNC(=O)c1ccccc1)Nc1nc(-c2ccccc2)cs1	-1	38	14	-14	0	-129	-8	-1.8	0	-7
CCOc1ccc(C(C)NC(=O)c2cccc(F)c2)cc1 (configuration not stated)	-8	-6	27	-27	-3	39	-2	-1.0	-1	2
Cc1ccc(C(=O)NS(=O)(=O)c2ccc(N=NN(C)C)cc2)cc1	-1	-4	-4	4	-2	4	-3	1.1	1	-7
CN(C)c1ccc([N+](=O)[O-])cc1C(=O)NCC(c1ccco1)N(C)C (configuration not stated)	1	x	x	x	6	10	-2	-1.5	-3	-5
CC(C)(C)c1csc(NC(=O)C2=COCCO2)n1	5	77	10	-10	2	21	3	-2.5	-5	-2
(list continues)
SMILES	Rtt109 HAT inh	MITF TRPM1 HTS	SR-BI DiI-HDL act	SR-BI HDL uptake	NSD2 inh	PfHsp90 set2	dFosB act	CAL PDZ FP-1	CAL PDZ FP-2	PvdQ inh
O=C(COC(=O)C1CCCCC1)Nc1cccc(F)c1	-5	-8	-1	1	-2	-9	9	-0.2	0	2
COc1cccc(OCC(O)CN(CCO)Cc2ccccc2)c1 (configuration not stated)	4	5	2	-2	2	-6	1	-0.7	-2	-8
O=C(NNc1ccccc1)Nc1cc(Cl)ccc1Cl	0	-7	-2	2	3	x	-8	-0.1	x	-11
COc1ccc2c(c1)CC/C(=C\c1ccc(OC)c(Cn3cccn3)c1)C2=O	-2	x	-18	18	-5	x	-18	-3.7	8	9
CC(C)C(=O)Nc1ccc(S(=O)(=O)N2CCC(c3nc4ccccc4[nH]3)CC2)cc1	7	7	5	-5	-2	-6	-6	-0.7	x	-3
N/C(=N\OC(=O)c1cccs1)c1ccccc1	24	19	-6	6	4	-20	-5	-2.9	3	3
COc1ccc(-c2nn(-c3ccccc3)cc2C(=O)N(C)CC(=O)Nc2ccc(N3CCOCC3)cc2)cc1	0	6	-22	22	-2	x	-12	1.2	1	-15
Cc1cccc(C(=O)OCC(=O)N2CC(=O)Nc3ccccc32)c1C	1	20	-29	29	1	x	4	0.1	x	8
C/C(=N\NC(=O)c1cccc(Cl)c1)c1cccc(NC(=O)C(C)C)c1	-5	-1	-20	20	-1	11	-7	-0.5	-4	12
CC1(C)CCCC2=C1CC1C(=O)N(N)C(=O)C1C2 (configuration not stated)	-3	10	0	0	-2	-3	2	0.3	-4	-14
Cc1ccc(OCCC(=O)OCC(=O)Nc2ccc(N3CCOCC3)cc2)cc1	12	4	-6	6	5	-6	-1	-0.2	6	10
c1ccc2c3c([nH]c2c1)-c1[nH]ncc1CC3	13	25	-1	1	4	-1	-4	-1.7	-5	-13
COc1ccc(NC(=O)CN(C)C(=O)c2oc3ccccc3c2C)cc1	9	-21	7	-7	-4	-13	-1	-3.1	-4	-12
CN1C(=O)CSc2ccc(NC(=O)Nc3ccccn3)cc21	4	143*	-39	39	2	x	-12	-0.6	-1	-1
COc1ccc(N(C(=O)c2snc(C(N)=O)c2N)C(C(=O)NC2CCCC2)c2cc(OC)ccc2OC)cc1 (configuration not stated)	-2	1	17	-17	5	25	2	-0.3	x	3
C1CCCCCC(NCCN2CCNCC2)CCCCC1	u	x	26	-26	0	9	8	-0.9	1	-10
O=C(Nc1ccc(Br)cn1)c1ccc(Cl)s1	-7	44	4	-4	-4	30	1	-3.4	4	-1
Brc1ccc(-c2csc(N3CCC(c4ccccc4)C3)n2)cc1 (configuration not stated)	x	x	30	-30	0	x	-5	-0.9	0	1
COc1ccccc1Cc1nc2ccccc2n1S(=O)(=O)c1ccc(Cl)cc1	-4	17	3	-3	-2	-3	-6	-1.3	-1	-9
